RmlC RmlD mix: RmlC and RmlD coupled enzyme inhibitors, primary screen, biochemical, 384-well, compound mixtures, retest; RmlC/RmlD coupled enzyme inhibition, 384-well mixture HTS; inhibition, % at 5.5 µM; actives 0.39% (n = 110,000); in the data active = inhibition above about 30%, passing the limit was not always enough; inconclusive = no clear call, values can overlap the other calls; also: strong numbers were not always called active
RT RNaseH block: HIV-1 RT RNase H inhibitors, primary screen, biochemical, fluorescence; Gag-Pol polyprotein (Human immunodeficiency virus type 1 group M subtype B (isolate …; inhibition, % at 10 µM; AID 565, 2006; actives 1.9% (n = 65,000); RT-RNase H RNA/DNA duplex cleavage; in the data active = inhibition above about 50%
Active calls of the source: *; ? = inconclusive; . = no result given. Some of the compounds tested; count on the stated rates, not on these rows.

SMILES	RmlC RmlD mix	RT RNaseH block
Cc1cc2n(n1)SC(Nc1ccc(F)cc1)N2 (centres undefined)	-6	.
COc1ccc(CNC(=S)Nc2cccc(C)c2)cc1	-4	.
CN(C)c1nc(N)nc(-c2cccnc2)n1	-9	4
COC(=O)[C@]1(C)C[C@H]1[C@H](NP(=O)(c1ccccc1)c1ccccc1)c1ccccc1	7	.
c1ccc(-c2ccc(C(c3ccccc3)n3ccnc3)cc2)cc1 (centres undefined)	5	-27
O=C(CSc1ccc(/C=N/NC(=O)c2cccc(F)c2)o1)Nc1ccccc1	-9	.
O=C(Cc1cccs1)N1CCC(c2nc3c(nnn3Cc3ccccc3Cl)c(=O)[nH]2)CC1	-5	-23
O=C(CSCc1ccc(F)cc1)N1CCN(c2ccc(F)cc2)CC1	-7	.
Cc1cc(NC(=O)CSc2nc(C(C)C)nc3sc4c(c23)CCCC4)no1	40	70*
O=C(NNc1ccccc1[N+](=O)[O-])Nc1ccccc1	-17	.
CCOC(=O)NC(=O)CSc1ccccn1	-9	-33
O=C(CSc1nnc(C2COc3ccccc3O2)o1)Nc1nccs1 (centres undefined)	-12	-26
CCOc1nc(NCCc2ccc(OC)c(OC)c2)nc(NC(C)(C)CO)n1	6	0
COc1ccc(C)cc1NC(=O)CSc1nnc(-c2ccccn2)n1Cc1ccco1	.	-8
CCc1nc2ccccc2n1Cc1ccc(OC)c(OC)c1	.	-13
Nc1ncnc2c1ncn2C1OC(CO)C(O)C1N (centres undefined)	-12	.
Cc1ccc2nsnc2c1S(=O)(=O)N1CCN(C(=O)C2CCCO2)CC1 (centres undefined)	-16	-9
O=C(CCc1nc2ccccc2[nH]1)Nc1ccc(F)cc1	-11	2
COc1cccc(NC(=O)c2ocnc2C)c1	8	10
COc1ccc(OC)c2[nH]c(=O)c(CCNC(=O)C(C)C)cc12	-7	-3
O=C(O)CSCC(=O)Nc1cc(C(F)(F)F)ccc1Cl	3	-10
COCCCOc1ccnc(CS(=O)c2nc3ccccc3[nH]2)c1C (centres undefined)	-6	.
CCOC(=O)CSc1nc2ccc(NC(=O)CSc3nnnn3Cc3ccccc3)cc2s1	72	.
Cc1ccc(C(O)c2nccn2C)o1 (centres undefined)	4	-1
CC1(C)CC(=O)C2=C(C1)OC(N)=C(C#N)C2c1ccccc1OC(=O)N1CCOCC1 (centres undefined)	-5	-2
COc1cccc(NC(=O)N2CCN(c3cccc(C)c3C)CC2)c1	7	-3
C/C(CC(=O)NCCCN1CCOCC1)=N\NC(=O)COc1ccc(Cl)cc1	5	.
CC(=O)Nc1ccccc1Nc1nc(NCCO)nc(N2CCCC2)n1	-12	.
Cn1c(=O)c2[nH]c(CCCC(=O)O)nc2n(Cc2ccccc2)c1=S	9	.
CC1Cn2c(nnc2-c2ccc(F)cc2)S1 (centres undefined)	-10	-5
Cc1cccc(NC(=O)CN(C)S(=O)(=O)c2ccc(Br)cc2)n1	7	.
Cc1occc1-c1nnc(SCC(=O)N2CCN(c3ccccc3)CC2)n1C	-7	-9
CC(C)OC(=O)C(C#N)c1nc2ccccc2nc1N1CCN(Cc2ccc3c(c2)OCO3)CC1 (centres undefined)	.	1
C=CCn1c(=O)c2ccccc2n2c(SCC(=O)NCCc3ccccc3)nnc12	-21	0
CCOC(=O)c1cc(NC(=O)N(CC)C2CCCCC2)c(C)nc1C	-5	.
Cc1ccc(C(=O)NCCCCNC(=O)c2ccc(C)o2)o1	-18	0
CCN1C(=O)C(Cc2nc3ccccc3c(=O)n2-c2ccccc2)c2ccccc21 (centres undefined)	-7	.
Cc1ccccc1OCC(=O)NC(=S)Nc1ccc(Br)c(C)n1	-10	.
CC(NC(=O)c1ccc(Cn2cc([N+](=O)[O-])cn2)o1)c1ccccc1 (centres undefined)	5	.
CCOC(=O)Cc1csc(NC(=O)CSc2nc(N)c3c(C)c(C)sc3n2)n1	6	.
CCOC(=O)c1c(CN2CCOCC2)n(-c2ccccc2)c2cc(Br)c(OC)cc12	6	.
O=C(CCn1c(=O)[nH]c2ccccc2c1=O)NCCCN1CCN(c2cccc(Cl)c2)CC1	3	-3
CC/C(=N/Nc1ccccc1)c1cnnc(SC)n1	-15	.
O=C(Nc1ccc(Oc2ccc(NC(=O)c3ccco3)c(NC(=O)c3ccco3)c2)cc1)c1ccco1	-6	-2
Cc1ccccc1C(=O)c1c[nH]c(C(=O)NCc2ccco2)c1	11	.
O=S(=O)(c1ccc2c(c1)OCCO2)N(Cc1ccc(F)cc1)Cc1nnc(-c2cccs2)o1	5	-6
Cc1ccc(NC(=O)C2CCN(S(=O)(=O)c3cnc[nH]3)CC2)nc1	0	-8
CC(C)c1nc2ccccc2n1CCC(=O)O	40	.
OC(CN1C2=NCCCN2c2ccccc21)c1ccc(Br)cc1 (centres undefined)	9	.
COc1cc2c(cc1OC)CN(C(=O)c1ccccc1C(=O)O)CC2	10	-5
COc1cc(Nc2nnc(C)s2)c(Cl)cc1Cl	-7	.
CC1(C)C(c2ccccc2)=NC(c2ccc(F)cc2)N1O (centres undefined)	-13	-6
Cc1cc(=O)n2nc(N3CCC(C(=O)NCCc4ccccc4)CC3)sc2n1	-9	-9
CCN(Cc1ccccc1)C(=O)Cn1cnc2c1c(=O)n(C)c(=O)n2C	-373	6
O=C(O)c1nc2ccccc2nc1C(=O)O	0	-6
CC1(C)CC(=O)C(C2NCCc3ccccc32)=C(O)C1 (centres undefined)	-12	.
O=C(Nc1cccc(Br)c1)c1ccn[nH]1	3	4
Clc1cccc(-c2nnc(-c3ccccc3)o2)c1	8	-36
COc1cccc(C(c2nnnn2CS(=O)(=O)c2ccc(C)cc2)N2CCN(C)CC2)c1OC (centres undefined)	-3	-7
Cn1c(NCCN2CCOCC2)nc2c1c(=O)n(Cc1cccc(Cl)c1)c(=O)n2C	12	-5

More compounds.
The line under a structure holds: RmlC RmlD mix, RT RNaseH block
- COC(=O)c1ccc(OCC(=O)c2ccc(O)cc2O)cc1
 : -6, 1
- Cc1ccc(S(=O)(=O)N2CCCC2C(=O)Nc2nc3ccccc3s2)cc1 (centres undefined)
 : -9, 3
- CCOC(=O)N1CCN(C(=O)c2ccc3c(SCC(=O)O)c4c(nc3c2)CCC4)CC1
 : ?, -7
- Cc1ccc(C)c(NC2=NCCCS2)c1
 : -9, -13
- Cc1cc(C(=O)Nc2cnn(Cc3ccc(Cl)cc3Cl)c2)no1
 : -10, -13
- COc1cccc(NC(=O)CCP(C)(=O)O)c1
 : 7, -4
- O=C1C2CC=CCC2C(=O)N1c1n[nH]c(CCc2ccccc2)n1 (centres undefined)
 : 8, .
- O=S(=O)(c1ccccc1)n1ccc(-c2cnc(-c3ccccc3)s2)n1
 : -7, .
- CC(C)C(NC(=O)c1ccccc1NC(=O)c1ccco1)C(=O)O (centres undefined)
 : 2, 6
- O=C(NC1CCCCC1)C(=O)c1c(-c2ccccc2)[nH]c2ccccc12
 : -12, .
- Cc1nc(-c2cccc(S(=O)(=O)N3CCCCCC3)c2)cs1
 : 8, .
- CCOCCn1c(C(C)O)nc2ccccc21 (centres undefined)
 : 4, .
- Cc1cc(C)n(C(=O)CCC2COc3ccccc3O2)n1 (centres undefined)
 : -6, -39
- CC(=O)OCC1OC(n2ccc3ccccc32)C(OC(C)=O)C(OC(C)=O)C1OC(C)=O (centres undefined)
 : 1, .
- c1ccc(Nc2ccc3c4c(cccc24)CC3)cc1
 : -23, .
- O=C(NC1CCCCC1)C1CCN(S(=O)(=O)N2CCCCCC2)CC1
 : -6, 4
- O=c1cc(N2CCc3ccccc3C2)[nH]c(=O)n1C1CCCCC1
 : -10, -11
- CSc1nnc(-c2ccco2)n1-c1ccccc1
 : 4, -24
- COc1ccc(C(=O)Nc2ccc(C(=O)OCC(=O)c3ccccc3)cc2)cc1
 : 5, .
- CCCNS(=O)(=O)c1ccc2c(c1)CCCN2C(C)=O
 : 1, -16
- COc1cc(CNc2ccccc2Oc2cc(=O)n(C)c(=O)n2C)cc(OC)c1OC
 : -8, .
- CC(C)Sc1nc2c(c(=O)n(C)c(=O)n2C)n1Cc1ccc(Cl)cc1
 : -7, -4
- O=C(CCc1ccc(S(=O)(=O)N2CCOCC2)cc1)Nc1ccc2ccccc2c1
 : 3, .
- C=CCSC1=C(C#N)C(c2ccccc2)CC(=O)N1 (centres undefined)
 : -14, -11
- Cc1c(/C(O)=C2\C(=O)C(=O)N(CCCN(C)C)C2c2ccccc2)cnn1-c1ccccc1 (centres undefined)
 : ., 3
- CC(=O)c1cc2c(=O)c3ccccc3oc2nc1C
 : -11, -20
- CCc1ccc(C2C(C#N)=C(N)C(C#N)(C#N)C3=CCC(C(C)(C)C)CC32)cc1 (centres undefined)
 : 11, .
- COc1ccc(CN2C(=O)c3cccnc3C2Nc2ccc(C)cc2)cc1 (centres undefined)
 : -11, .
- Cc1ccc(C(=O)NNC(=O)c2ccc(SCC3CCCO3)c([N+](=O)[O-])c2)cc1 (centres undefined)
 : -1, .
- CN(C)S(=O)(=O)c1ccc(S(=O)(=O)N2CCCC2)cc1
 : 7, .
- Cc1c(C(=O)O)cnc2cc(-c3ccc(Cl)cc3)nn12
 : 7, -23
- Cc1nc(NC(=O)CSc2nnnn2C)sc1C
 : -7, .
- COc1ccc(CCCc2nnc(SCC(=O)Nc3ccc(C)c(C)c3)o2)cc1
 : -5, .
- Cc1ccc(-c2csc3ncnc(Sc4nnc(CN5CCCCCC5=O)o4)c23)cc1
 : 7, -35
- CCc1nc2c(cnn2-c2ccc(Cl)cc2)c(=O)n1-c1ccc2c(c1)OCCO2
 : -2, -4
- CCN(CC)C(=O)c1sc(NC(=O)C(Sc2ccccc2)c2ccccc2)c(C(=O)OC(C)C)c1C (centres undefined)
 : -8, .
- O=C(COC(=O)c1ccccc1SCC(=O)NC1CCCCC1)NC1CCCCC1
 : 11, .
- CC1CCN(c2ccccc2N)CC1
 : -2, -23
- CC1(C)Cc2c(sc(NC(=O)c3ccco3)c2C#N)CO1
 : 6, 7
- CCC1=C(OC(=O)N(CC)CC)N2C(=O)OC(=NCCc3c[nH]c4ccccc34)[C@]2(C)[C@H]2C1=CC[C@H]1C(=O)NC(=O)[C@H]12
 : -11, .
- Cc1cccc(-n2cnc(C(=O)N/N=C\c3ccc(Br)cc3)c2)n1
 : -12, .
- Cc1ccc(C(C)C)c(OCC(O)CN2CC(C)OC(C)C2)c1 (centres undefined)
 : 1, -1
- COC(=O)[C@@H]1C[C@@]2(O)[C@H](O)[C@H](O)[C@H](O)C[C@H]2N1C/C=C/c1ccccc1
 : -13, .
- CC(C)C(NS(=O)(=O)c1cccc2nsnc12)C(=O)NCCC1=CCCCC1 (centres undefined)
 : 10, .
- COc1ccc(Nc2ncnc3ccccc23)cc1
 : -9, .
- Cc1ccc(-c2nc(N)c3c(-c4ccc(C)cc4)nn(C(C)(C)C)c3n2)cc1
 : 5, .
- CCOC(=O)c1c(C)[nH]c(N=Nc2ccccc2C)c1C
 : 6, .
- CCCCOC(=O)c1ccc(NC(=O)c2cnccn2)cc1
 : -5, 4
- COc1ncccc1-c1nnn(-c2ccc(Cl)nc2)n1
 : 5, .
- O=C(O)c1ccccc1S(=O)(=O)c1ccccc1CO
 : 7, -8

Next section
The line under a structure holds: RmlC RmlD mix, RT RNaseH block
- CCOC(=O)c1[nH]c(C)c(C(=O)c2cc(F)ccc2F)c1C
 : ., -86
- CN(C)CCNC(=O)C(C(=O)c1ccc(F)cc1)n1ccccc1=O (centres undefined)
 : 18, -4
- CC(C)(C)c1ccc(S(=O)(=O)N2CCN(CCC#N)CC2)cc1
 : -47, -4
- CC(C)NC(=O)CN1CCC(O)(c2ccccc2)CC1
 : ., -1
- O=C(c1cccs1)N(C(=O)c1cccs1)c1ccccn1
 : 7, -1
- O=C(NCCN1CCCCC1)c1cc(OCC(F)(F)F)ccc1OCC(F)(F)F
 : 1, .
- CCCCn1c(=O)n(C)c(=O)c2c(C(F)(F)F)cc(-c3ccncc3)nc21
 : 14, -18
- O=C(NCc1ccc2c(c1)OCO2)c1ccc2c(c1)S(=O)(=O)c1ccccc1C2=O
 : 4, .
- NCCCC[C@H]1CNC(=S)N1CCCCC1CCCCC1
 : -15, .
- Cc1ccc(C)c(CN2C(=O)C3(OCCCO3)c3ccccc32)c1
 : 19, -1
- O=C(OCc1nnn(Cc2ccccc2)c1-c1c(COC(=O)c2ccccc2)nnn1Cc1ccccc1)c1ccccc1
 : 13, .
- CCS(=O)(=O)n1nc(-c2ccccc2)cc1N
 : -10, -6

Bioassay records: PubChem, several laboratories
